ST2 inh = inhibitors of human ST2 (IL1RL1) binding to IL-33; Q01638; inhibition, % for hits at 17 µM; 78,000 tested, 2.3% active; AlphaLISA ST2-Fc/biotin-IL-33 interaction, 1 h; in the data active means inhibition above about 30%; inconclusive means mostly about 10% to 28%
Target sequence (Q01638 whole entry, looked up): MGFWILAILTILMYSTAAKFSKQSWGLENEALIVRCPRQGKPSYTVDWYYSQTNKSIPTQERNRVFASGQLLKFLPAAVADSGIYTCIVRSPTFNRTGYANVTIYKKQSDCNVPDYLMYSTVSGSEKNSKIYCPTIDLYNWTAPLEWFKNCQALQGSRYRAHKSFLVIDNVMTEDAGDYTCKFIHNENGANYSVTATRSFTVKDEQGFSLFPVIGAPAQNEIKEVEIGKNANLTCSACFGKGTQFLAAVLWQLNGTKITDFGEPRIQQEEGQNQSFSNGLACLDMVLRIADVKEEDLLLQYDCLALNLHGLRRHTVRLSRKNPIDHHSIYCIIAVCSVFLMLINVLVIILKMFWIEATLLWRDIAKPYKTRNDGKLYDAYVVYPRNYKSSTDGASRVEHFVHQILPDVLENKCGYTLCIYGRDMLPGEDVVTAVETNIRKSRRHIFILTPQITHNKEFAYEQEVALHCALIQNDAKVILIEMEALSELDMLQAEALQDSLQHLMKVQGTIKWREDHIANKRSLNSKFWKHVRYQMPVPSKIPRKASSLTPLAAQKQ
* marks the source's active call; other numbers are inactive results; i = inactive; u = inconclusive. Not all compounds are listed. The share of hits here may be higher or lower than overall.

Compound,ST2 inh
CN(C(=O)c1ccc(=O)[nH]c1)C1CCCc2ccccc21 (stereo unspecified),u
CC(=O)Nc1ccc(-c2nc3ccc(NC(C)=O)cc3[nH]2)cc1,i
CCn1cc(C(=O)NC2CCCCCC2)c2c3ccccc3n(C)c2c1=O,i
COc1cccc(C(=O)Nc2c3c(nn2-c2cccc(Cl)c2)CS(=O)C3)c1 (stereo unspecified),i
O=C(c1ccccc1-c1ccccc1)N1CC(c2ccncc2)C1,i
COc1ccccc1CN1CCC(C(=O)Nc2cccc(-c3cscn3)c2)CC1,u
O=C(c1c[nH]c2ccc(S(=O)(=O)Nc3ccccc3F)cc2c1=O)N1CCCCCC1,i
CC(NC(=O)c1ccc2c(c1)OCCO2)c1nnc2n1CCNCC2 (stereo unspecified),u
O=C(O)Cn1c2ccccc2c2nnc(SCC(=O)Nc3cccc(Br)c3)nc21,i
CCOC(=O)C1(Cc2ccc(Cl)cc2)CCN(C(=O)c2sc(C)nc2C)CC1,u
Cc1cc(C)n(CC(C)n2cc(-c3nccn3C)nn2)n1 (stereo unspecified),u
CSc1oc(-c2ccccc2)nc1S(=O)(=O)c1ccc(F)cc1,i
COC(=O)C1=NN(C(=O)c2cccc(OC)c2)C(O)(c2ccc(Cl)cc2)C1 (stereo unspecified),i
Cc1cc(NC(=O)CS(=O)(=O)c2cn(C)c3ccccc23)no1,i
CCNC(=O)c1cn(CC(C)C)cc(C(=O)NCc2ccccc2C)c1=O,u
COc1ccc2cc(NC(=O)/C=C/c3ccccc3)c(=O)oc2c1,i
COC(=O)c1cc2n(n1)CCCN(C(=O)C(=O)c1cccnc1)C2,u
COc1ccc(NC(=O)CN2CCN(Cc3ccccc3C)S2(=O)=O)cc1OC,i
CN1CCN(CCCNC(=O)c2cn(C)c(=O)c3c2c2ccccc2n3C)CC1,i
CCOc1ccccc1C(=O)NC1CC(=O)N(Cc2ccccc2Cl)C1 (stereo unspecified),u
Brc1ccc(NC2=NCCCCC2)cc1,u
Cc1oc(-c2ccccc2Cl)nc1CSCC(=O)NC1CC1,i
O=C1NCCN(Cc2cccs2)C1CC(=O)N1CCC(O)(c2ccccc2)CC1 (stereo unspecified),u
COc1cc(NC(=O)C(C(C)C)N2C(=O)c3ccccc3C2=O)c(OC)cc1Cl (stereo unspecified),41%*
CC[C@H]1CN(C(=O)c2ccc(F)cc2)CC[C@H]1CC(=O)Nc1ccccc1,u

Carrying on:
Compound,ST2 inh
CCOC(=O)c1[nH]c2ccccc2c1NC(=O)c1ccc(Br)o1,u
CCOc1ccc(C2OC(=O)Cc3cc(OCC)c(OCC)cc32)cc1OCC (stereo unspecified),u
CN1CCC(N(C)c2ccc(-c3nc(CCc4ccccc4)no3)cn2)C1 (stereo unspecified),u
O=C(/C=C/c1ccc(O)cc1)O[C@@H]1C[C@@](O)(C(=O)O)C[C@@H](O)[C@@H]1O,i
COc1ccc(CCNC(=O)C2CCN(S(=O)(=O)c3cccs3)CC2)cc1OC,i
COc1ccc(C(=O)Nc2nc(-c3cc4ccccc4oc3=O)cs2)cc1OC,38%*
COc1ccccc1N1C(=O)CC(N(C)Cc2ccccc2)C1=O (stereo unspecified),i
COc1cc(C2C3=C(CCCC3=O)Nc3ccccc3N2C(=O)c2ccccc2)ccc1O (stereo unspecified),i
O=C(CCn1ccccc1=O)N1CCC2(CCCO2)CC1,i
Cc1ccc(-c2nc3cccc(C)n3c2Nc2ccc3c(c2)OCCO3)o1,u
O=C(CN(C1CCCCC1)S(=O)(=O)c1ccc(F)cc1)N1CCN(c2ccccc2F)CC1,i
Cn1c(=O)c(Cc2ccccc2F)nc2ccccc21,i
COc1ccc(-c2nc(N3CCCCC3)[nH]c(=O)c2C#N)cc1,i
CCn1ccnc1CN(C)c1cc(C2CCNCC2)nc(C)n1,i
Cc1cc(C)n2nc(SC(C)C(=O)N3CCCC3)nc2n1 (stereo unspecified),i
C=CCNC(=O)c1cc(-c2cccc(Cl)c2)on1,i
COc1ccc(C2C(C#N)=C(N)OC3=C2C(=O)CC(C)(C)C3)cc1COc1ccc(F)cc1 (stereo unspecified),i
NC(=O)c1cc(NC(=O)CCC(=O)O)ccc1Cl,i
O=S1(=O)CC2N=C(Nc3ccc(F)cc3F)SC2C1 (stereo unspecified),i
COc1ccc(-c2noc([C@@H]3C[C@@H](O)CN3Cc3cccc(C#N)c3)n2)cc1,58%*
COc1ccc(NC2=NC(C)(C)Cc3cc(OC)c(OC)cc32)cc1,i
CCCSc1nc(C)c(Cc2ccccc2)c(=O)[nH]1,i
COc1ccc(N(C)C(=O)c2cc3cc4ccc(OC)cc4nc3o2)cc1,i
O=C1NC2(Nc3ccccc31)C(=O)N(Cc1ccccc1F)c1ccccc12 (stereo unspecified),i
CC1=C[C@@H](CNS(=O)(=O)c2ccc(F)cc2)[C@H](C(C)C)C[C@H]1CC(=O)NCCN(C)C,i

(listing goes on)
Compound,ST2 inh
Cc1ccc(S(=O)(=O)N2CCN(c3nc(C)cc(N(C)C)n3)CC2)c(C)c1,i
CC(NC(N)=O)C12CC3CC(CC(C3)C1)C2 (stereo unspecified),i
COc1ccc2cc3cc(C(=O)Nc4ccc(F)cc4F)sc3nc2c1,35%*
O=C1C(c2ccccc2)N=C2c3ccccc3N=C(SCc3cc(=O)n4ccccc4n3)N12 (stereo unspecified),i
COc1cccc(N2CC(NC(=O)C(C)(C)C)CC2=O)c1 (stereo unspecified),i
CC(C)=CCN1CCN(Cc2c(O)ccc3ccccc23)CC1CCO (stereo unspecified),u
N#CC1=C(SCc2ccccc2)NC(=O)CC1c1ccc(F)cc1 (stereo unspecified),i
O=C(Nc1ccccc1-c1ccccc1)c1ccc([N+](=O)[O-])cc1Cl,i
Cc1cc2c(c(=O)o1)C(c1ccsc1)C(C#N)=C(N)O2 (stereo unspecified),i
O=C(c1ccc(Cn2cccn2)o1)N1CC[C@H](CO)[C@H](O)C1,i
COc1ccc(-c2noc(COc3cc(C)ccc3C)n2)cc1OC,i
O=C(O)C1CCCCN1S(=O)(=O)c1ccc(Cl)cc1 (stereo unspecified),i
C1=C(c2ccccn2)NN=C(c2ccccn2)C12c1ccccc1Oc1ccccc12,u
c1ccc(CC(Cc2nc3ccccc3[nH]2)c2nc3ccccc3[nH]2)cc1 (stereo unspecified),i
CCc1nc(C)c(C(=O)N2CCn3cccc3C2c2ccccn2)o1 (stereo unspecified),i
CCOc1ccc(-n2c(SCC(=O)N3CCc4ccccc43)nc3c(c2=O)SCC3)cc1,i
COc1ccc(NC(=O)c2cccc(S(=O)(=O)Nc3cccc([N+](=O)[O-])c3)c2)cc1,u
CCCCN(CC)S(=O)(=O)c1ccc2[nH]c(=O)cc(C(=O)NC(C)CC)c2c1 (stereo unspecified),i
CCN(Cc1cc(Cl)ccc1OC)C(=O)[C@@H](N)Cc1ccccc1,u
O=C(O)C1CN(c2ncccn2)CCN1C(=O)CCc1cccnc1 (stereo unspecified),i
Cn1c(=O)[nH]c(=O)c2c1nc([N+](=O)[O-])n2Cc1ccc(F)cc1,i
CCN(CC)CCn1ccnc1-c1ccc2onc(C)c2c1,i
O=C(Nc1ccccc1-c1nc2ccccc2[nH]1)c1cc(Cl)ccc1[N+](=O)[O-],u
COc1ccc(C2=NN(S(=O)(=O)c3ccc(C)cc3)C(c3ccc(N(C)C)cc3)C2)cc1OC (stereo unspecified),u
Cc1csc(NC(=O)C2CCN(S(=O)(=O)c3cccc4cccnc34)CC2)n1,i

Fc1ccc(CNc2nc(-c3ccco3)cc(C(F)(F)F)n2)cc1
  ST2 inh = i

Cc1ccsc1CN(C)C(=O)c1cnc(C(C)C)nc1C
  ST2 inh = i

CCOC(=O)C(C)Sc1nc2c([nH]c3ccccc32)c(=O)n1-c1cccc(OC)c1 (stereo unspecified)
  ST2 inh = u

CCOc1cc2c(cc1OCC)C1C(C(=O)NC3CCCCCC3)c3ccccc3C(=O)N1CC2 (stereo unspecified)
  ST2 inh = i

CCc1nc(C)c(C(=O)NCCc2nncn2CC)s1
  ST2 inh = i

CCSc1oc(-c2ccccc2)nc1S(=O)(=O)c1ccc(Cl)cc1
  ST2 inh = i

O=C(CN1C(=O)C2CCCCN2c2ccc(S(=O)(=O)N3CCCCC3)cc21)NC1CCCC1 (stereo unspecified)
  ST2 inh = i

CCNc1nc(-c2nnc(-c3ccc(C)cc3)o2)nc2ccccc12
  ST2 inh = i

CCCc1nc(C)c(CNC(=O)CC2COCCN2)s1 (stereo unspecified)
  ST2 inh = i

COc1ccccc1-n1cc(C(=O)N2CCC3(CN(C)C(=O)O3)C2)cn1 (stereo unspecified)
  ST2 inh = u

Fetched by compound from the list above (7):
CCc1nc(C)c(C(=O)NCCc2nncn2CC)s1
  ST2 inh = i

Cc1ccsc1CN(C)C(=O)c1cnc(C(C)C)nc1C
  ST2 inh = i

CCOC(=O)C(C)Sc1nc2c([nH]c3ccccc32)c(=O)n1-c1cccc(OC)c1 (stereo unspecified)
  ST2 inh = u

Fc1ccc(CNc2nc(-c3ccco3)cc(C(F)(F)F)n2)cc1
  ST2 inh = i

CCOc1cc2c(cc1OCC)C1C(C(=O)NC3CCCCCC3)c3ccccc3C(=O)N1CC2 (stereo unspecified)
  ST2 inh = i

CCSc1oc(-c2ccccc2)nc1S(=O)(=O)c1ccc(Cl)cc1
  ST2 inh = i

CCCc1nc(C)c(CNC(=O)CC2COCCN2)s1 (stereo unspecified)
  ST2 inh = i

(cont.)
O=C(NCc1ccccc1)c1ccccc1Cl
  ST2 inh = u

CCC1CCCCN1C(=O)C1CCCCC1 (stereo unspecified)
  ST2 inh = i

Cc1occc1C(=O)NC1CC(=O)N(CCCc2ccccc2)C1 (stereo unspecified)
  ST2 inh = i

CCN(CC)CCNC(=O)C1c2cc(OC)c(OC)cc2C(=O)N(C)C1c1cccs1 (stereo unspecified)
  ST2 inh = i

Cc1ccc(-n2cc(-c3ccc(Cl)cc3)[nH]c2=O)cc1F
  ST2 inh = u

Cc1[nH]c(=O)[nH]c(=O)c1S(=O)(=O)NCc1ccncc1
  ST2 inh = i

CCc1ccc(N2N=C(C)/C(=C/c3ccc(N(C)C)cc3)C2=O)cc1
  ST2 inh = 42%*

O=C(CSc1nnc(Cc2cc(=O)[nH]c(=O)[nH]2)n1-c1ccccc1)N1CCCCC1
  ST2 inh = u

O=[N+]([O-])c1cccc(S(=O)(=O)Nc2cc(Cl)c(O)c(Cl)c2Cl)c1
  ST2 inh = u

COc1ccc(S(=O)(=O)N2CCN(S(=O)(=O)c3ccc(C)cc3)CC2)cc1
  ST2 inh = i

Cc1cc(C)c(C#N)c(SCC(=O)c2ccccc2O)n1
  ST2 inh = u

O=[N+]([O-])c1cc(C=Nc2ncccc2O)c(O)c([N+](=O)[O-])c1
  ST2 inh = u

CCC(C)NC(=O)c1noc2c1CCCC2 (stereo unspecified)
  ST2 inh = i

COCc1c(C(=O)NCc2ccc3c(c2)CCCN3C)cnn1-c1nccc(-c2ccco2)n1
  ST2 inh = u

CCC(=O)N1CCc2cc(Br)cc(S(=O)(=O)Nc3ccc4c(c3)OCO4)c21
  ST2 inh = i

COc1ccc(N=Cc2c(NCc3ccccc3)nc3c(C)cccn3c2=O)cc1
  ST2 inh = u

CCOc1ccc2oc(-c3cc(Br)cc4c3OCOC4)c(N)c(=O)c2c1
  ST2 inh = i

O=C1NN(c2ccc(Cl)c(Cl)c2)C(=O)/C1=C/c1ccc(-c2ccc3c(c2)C(=O)OC3)o1
  ST2 inh = u

O=C(Cn1nc(-c2ccccc2)ccc1=O)NCCN1CCOCC1
  ST2 inh = i

CC1(C)CC(=O)c2c(oc3cc(O)c(O)cc23)C1
  ST2 inh = u

Structural class, the entries above containing two or more sulfur atoms.
CSc1oc(-c2ccccc2)nc1S(=O)(=O)c1ccc(F)cc1
  ST2 inh = i

COc1ccc(CCNC(=O)C2CCN(S(=O)(=O)c3cccs3)CC2)cc1OC
  ST2 inh = i

O=S1(=O)CC2N=C(Nc3ccc(F)cc3F)SC2C1 (stereo unspecified)
  ST2 inh = i

CCOc1ccc(-n2c(SCC(=O)N3CCc4ccccc43)nc3c(c2=O)SCC3)cc1
  ST2 inh = i

Cc1csc(NC(=O)C2CCN(S(=O)(=O)c3cccc4cccnc34)CC2)n1
  ST2 inh = i

CCSc1oc(-c2ccccc2)nc1S(=O)(=O)c1ccc(Cl)cc1
  ST2 inh = i

COc1ccc(S(=O)(=O)N2CCN(S(=O)(=O)c3ccc(C)cc3)CC2)cc1
  ST2 inh = i

The list continues:
Cc1ccc(-c2nc3cccc(C)n3c2Nc2ccc(F)cc2)o1
  ST2 inh = i

CCc1ccc(C2=C(C)C(=O)N(CC(=O)Nc3cc(Cl)ccc3OC)S2(=O)=O)cc1
  ST2 inh = u

Cc1nc2ccccn2c1CN(C)C(=O)CC1(c2cccc(C(F)(F)F)c2)CC(=O)N(C2CC2)C1=O (stereo unspecified)
  ST2 inh = i

CCOc1cc(C2Nc3cc(C)c(C)cc3NC3=C2C(=O)CC(C)(C)C3)ccc1OC(=O)C1CC1 (stereo unspecified)
  ST2 inh = i

Cc1cccn2c(=O)c3cc(C(=O)NCCC(C)C)n(C)c3nc12
  ST2 inh = i

CCCCSc1oc(-c2ccco2)nc1S(=O)(=O)c1ccccc1
  ST2 inh = i

N#CC1=C(SCc2ccccc2)NC(=O)CC1c1ccco1 (stereo unspecified)
  ST2 inh = i

CCOc1ccc(/C=C2\N=C(c3ccccc3)OC2=O)c(OC)c1
  ST2 inh = u

O=C(/C=C/c1ccc(Cl)cc1)NCCc1nc2ccccc2[nH]1
  ST2 inh = u

Cc1ccc(S(=O)(=O)Cc2ccc(C(=O)NC3CCCCCC3)o2)cc1
  ST2 inh = i

O=C(Nc1ccc(N2CCCC2)cc1)c1cc2ccccc2o1
  ST2 inh = u

CCCC1CCC(C(=O)NC(C(=O)O)C(C)C)CC1 (stereo unspecified)
  ST2 inh = i

Cc1ccc(S(=O)(=O)CCCCS(=O)(=O)c2ccc(C)cc2)cc1
  ST2 inh = i

CCC(=O)Nc1ccc(NC(=O)Cc2ccccc2OC)cc1Cl
  ST2 inh = i

CCCCNC(=O)c1cn(CC)c2ccc(S(=O)(=O)N(C)C3CCCCC3)cc2c1=O
  ST2 inh = i

O=C1CCCC2=C1C(c1ccc(O)cc1)n1nc(SCc3ccccc3)nc1N2 (stereo unspecified)
  ST2 inh = u

COC(=O)[C@@H]1Cc2ncn(C)c2CN1S(=O)(=O)c1ccc(C#N)cc1
  ST2 inh = i

CCN(CC)c1ccc(C2C(C#N)=C(N)OC3=C2C(=O)CC(C)(C)C3)cc1 (stereo unspecified)
  ST2 inh = i

CCN(CC)c1ccc(C2N(c3cc(Cl)ccc3OC)C(=O)C3CCCN32)cc1 (stereo unspecified)
  ST2 inh = i
